Bim-Mcl-1 – human Bim-Mcl-1 interaction inhibition; Bead-based flow cytometry, Bim peptide-Mcl-1 binding; inhibition, % at 10 µM; hit rate 0.1% among 190,000;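 further: 0% = no compound tracer wells and 100% = peptide blocker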
Target sequence (Q07820 whole entry, looked up): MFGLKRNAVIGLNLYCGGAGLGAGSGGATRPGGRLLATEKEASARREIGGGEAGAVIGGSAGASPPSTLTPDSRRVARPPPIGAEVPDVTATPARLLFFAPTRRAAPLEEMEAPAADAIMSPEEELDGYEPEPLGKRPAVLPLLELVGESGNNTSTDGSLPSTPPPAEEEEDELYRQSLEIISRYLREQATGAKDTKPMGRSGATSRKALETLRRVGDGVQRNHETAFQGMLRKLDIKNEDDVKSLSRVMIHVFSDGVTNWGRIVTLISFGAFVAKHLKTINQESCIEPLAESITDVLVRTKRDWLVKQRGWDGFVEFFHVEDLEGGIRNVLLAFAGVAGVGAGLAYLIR
Mcl1 Noxa PPI – disrupts binding of human Mcl-1 to Noxa peptide; TR-FRET Mcl-1/Noxa peptide binding, 2 h; hit rate 1.5% among 220,000; Q07820; inhibition, % at 21.7 µM;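 active means compounds that cut the protein-peptide binding signal by more than 50% relative to plate controls in a single-dose test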;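 further: His-tagged Mcl-1 with rhodamine Noxa BH3 peptide and terbium anti-His antibody; 0% = Mcl-1 plus Noxa peptide wells and 100% = peptide-only wells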
Mcl1-Bid inh – disrupts binding of human Mcl-1 to Bid peptide; hit rate 0.97% among 220,000; TR-FRET Mcl-1/Bid-Dy647 peptide binding, 1536-well; inhibition, % at 21.7 µM;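 active means compounds that cut the binding signal by more than half at the single screening dose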;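 further: His-tagged Mcl-1 with europium anti-His antibody binding Bid BH3 peptide; 0% = Mcl-1 plus peptide wells and 100% = peptide-only wells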
RGS7-Gao reg – human RGS7-Galphao interaction regulation | P09471 | Multiplexed bead flow cytometry, RGS7-Galphao binding; actives lie on both sides | binding response (% of control), % at 10 µM | hit rate 0.35% among 220,000 | AID 1439; in the data active means binding response below about 49% or above about 150%; inconclusive means no clear call, values can overlap the other calls; inactive means in between;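 further: fluorescent Galphao held in activated GDP-AlF4 state binding bead-coupled RGS7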
Bcl-W Bim block – human Bim-Bcl-W interaction inhibition | Q92843 | hit rate 0.02% among 190,000 | bead-based flow cytometry, Bim peptide-Bcl-W binding | inhibition, % at 10 µM | AID 952;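 further: 0% = bound tracer without compound and 100% = peptide blocker; higher means less fluorescent Bim peptide bound to Bcl-W beads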
Target sequence (Q92843 whole entry, looked up): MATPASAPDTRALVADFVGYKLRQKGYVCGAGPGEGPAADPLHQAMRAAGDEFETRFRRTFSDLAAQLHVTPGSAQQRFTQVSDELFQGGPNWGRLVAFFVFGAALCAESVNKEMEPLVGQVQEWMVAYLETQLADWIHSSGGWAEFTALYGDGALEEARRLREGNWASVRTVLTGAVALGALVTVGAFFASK
RGS4-Gao reg – modulates binding of RGS4 to human Galphao; AID 1415; Multiplexed bead flow cytometry; actives lie on both sides; hit rate 0.33% among 220,000; binding response (% of control), % at 10 µM; P09471; in the data active means binding response below about 49% or above about 150%; inactive means in between;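 further: fluorescent Galphao activated with aluminum fluoride binding bead-coupled RGS4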
Bcl-2 Bim block – disrupts Bim peptide binding to human Bcl-2 | P10415 | Bead-based flow cytometry, Bim peptide-Bcl-2 binding | inhibition, % at 10 µM | hit rate 0.06% among 190,000 | AID 950; in the data active means inhibition above about 40%; inconclusive means no clear call, values can overlap the other calls;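 further: 0% = no compound wells with probe peptide and 100% = reference peptide inhibitor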
Target sequence (P10415 whole entry, looked up): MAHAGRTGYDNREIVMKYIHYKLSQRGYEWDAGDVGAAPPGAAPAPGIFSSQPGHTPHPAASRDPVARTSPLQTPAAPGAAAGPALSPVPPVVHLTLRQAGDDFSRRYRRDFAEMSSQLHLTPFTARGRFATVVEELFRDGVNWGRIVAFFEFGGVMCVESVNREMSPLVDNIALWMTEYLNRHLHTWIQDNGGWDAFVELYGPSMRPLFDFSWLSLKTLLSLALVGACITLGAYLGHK
Bim-Bcl-B – inhibitors of Bim-Bcl-B interaction, human; Q9HD36; bead-based flow cytometry, Bim peptide-Bcl-B binding; inhibition, % at 10 µM; hit rate 0.073% among 190,000; AID 951;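 further: 0% = tracer peptide without compound and 100% = reference inhibitor peptide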
Target sequence (Q9HD36 whole entry, looked up): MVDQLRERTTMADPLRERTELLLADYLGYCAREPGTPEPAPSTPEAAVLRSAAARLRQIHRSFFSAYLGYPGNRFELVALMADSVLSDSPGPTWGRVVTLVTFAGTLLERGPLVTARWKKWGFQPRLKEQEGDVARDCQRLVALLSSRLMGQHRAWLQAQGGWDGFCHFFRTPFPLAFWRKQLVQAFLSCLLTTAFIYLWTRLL
Bcl-XL Bim block – inhibitors of Bim-Bcl-XL interaction, human; Bim peptide-Bcl-XL binding, bead flow cytometry, fluorescence; inhibition, % at 10 µM; hit rate 0.04% among 190,000; AID 1007
Bim-Bfl-1 – disrupts Bim binding to human Bfl-1 | inhibition, % at 10 µM | Bead-based flow cytometry, Bim-Bfl-1 binding inhibition | hit rate 0.12% among 190,000;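 further: 0% = wells without compound plus tracer and 100% = blocker peptide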
RGS8-Gao – modulates binding of RGS8 to human Galphao; response (percent of control binding), % at 10 µM; multiplexed bead flow cytometry; actives lie on both sides; hit rate 0.34% among 220,000; P09471; in the data active means response below about 60% or above about 140%; inactive means in between;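 further: Galphao activated as the GDP aluminium fluoride complex binding bead-coupled RGS8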
Starred values were filed as active, the others as inactive; ? = inconclusive; nt = no result given. Unless noted, no stated cut-off is given here; in the data, active means inhibition above about 40%.

Bim-Mcl-1,Mcl1 Noxa PPI,Mcl1-Bid inh,RGS7-Gao reg,Bcl-W Bim block,RGS4-Gao reg,Bcl-2 Bim block,Bim-Bcl-B,Bcl-XL Bim block,Bim-Bfl-1,RGS8-Gao,SMILES
5,-3,-46,97,1,101,-2,-4,-2,-13,101,COC(=O)c1ccccc1NC(=O)Cn1cnc2cc(C)c(C)cc21
-3,9,-20,?,-3,102,-3,-7,-8,-6,98,COc1ccc(C)cc1-n1c(SCC(=O)Nc2cc(C)on2)nc2ccccc2c1=O
-8,12,1,100,-6,99,0,-6,-5,-2,99,CC(C)c1ccc(/C=C/C(=O)N2CCCCCC2)cc1
0,6,-10,107,0,102,0,-5,-2,0,102,Cc1nnn(C23CC4CC(CC(CC(=O)Nc5cccc(F)c5)(C4)C2)C3)n1
-1,15,21,104,0,101,-7,-6,-7,-9,104,CC(C)OC(=O)c1cn(-c2ccccc2)nc1-c1ccc2c(c1)OCCO2
0,19,-16,100,-2,103,2,-1,-3,0,103,Cc1cc(=O)c2ccccc2n1CC(=O)NCc1ccccc1
0,24,16,100,-2,97,3,-1,-2,-2,97,CC1=Nc2ccccc2/C1=C/c1c(N)n2c(S(=O)(=O)C(C)C)nsc2nc1=O
-4,1,8,99,-8,100,-12,-11,-6,-18,102,COc1ccc(NC(=O)COC(=O)C2CCC(C(C)(C)C)CC2)c([N+](=O)[O-])c1 (centres undefined)
-3,15,1,100,-1,101,-12,-7,-4,-15,104,CCOC(=O)N1CCC(NC(=O)C2CCC(CNS(=O)(=O)c3ccc(OC)cc3)CC2)CC1 (centres undefined)
nt,-1,-45,?,nt,97,nt,nt,nt,nt,96,O=C(CSc1nnnn1-c1ccc(O)cc1)c1ccc(F)cc1
nt,11,-14,?,nt,102,nt,nt,nt,nt,102,CCCCNC(=O)c1c(CSc2ccccc2)noc1C(=O)NCc1ccccc1
0,-16,-13,93,0,99,-1,1,-2,-1,97,COc1ccccc1N1C(=O)CC(Sc2nc(C)cc(C)n2)C1=O (centres undefined)
-3,22,4,97,-2,86,-7,-16,-7,-16,84,CCC(OC(=O)CC1Sc2ccccc2NC1=O)C(=O)NCC1CCCO1 (centres undefined)
nt,58*,-31,?,nt,96,nt,nt,nt,nt,104,Cc1c(CCC(=O)O)c(=O)oc2c(C)c(OCc3cc4c(cc3Cl)OCO4)ccc12
-2,1,-27,99,0,103,-8,-7,0,-14,103,CC(=O)Nc1ccc(NC(=O)c2ccccc2F)cc1
-1,25,-9,100,-3,100,-3,-2,-3,1,99,CC(=O)c1c(C)[nH]c(C(=O)CSc2nc3ccccc3c(=O)n2CCCO)c1C
6,6,-25,98,2,102,-8,-4,-9,-11,98,Nc1nonc1/C(=N/O)N1CCN(CCO)CC1
-1,-5,5,93,-5,97,-8,3,-3,0,94,COc1ccc(-c2nn(-c3ccccc3)cc2C2CC(c3cccs3)=NN2C(=O)CCCC(=O)O)cc1 (centres undefined)
-1,0,-2,106,-1,103,-5,-3,0,-4,103,Cc1c(NC(=O)C(C)Sc2ncnc3ccccc23)c(=O)n(-c2ccccc2)n1C (centres undefined)
-4,11,-22,100,0,98,-4,-7,-1,-4,100,C/C(=N/NS(=O)(=O)c1ccc(C)cc1)c1cccc(NC(=O)c2cccc(Cl)c2)c1

The last 5 compounds of the section above lead into the next:
Bim-Mcl-1,Mcl1 Noxa PPI,Mcl1-Bid inh,RGS7-Gao reg,Bcl-W Bim block,RGS4-Gao reg,Bcl-2 Bim block,Bim-Bcl-B,Bcl-XL Bim block,Bim-Bfl-1,RGS8-Gao,SMILES
-1,25,-9,100,-3,100,-3,-2,-3,1,99,CC(=O)c1c(C)[nH]c(C(=O)CSc2nc3ccccc3c(=O)n2CCCO)c1C
6,6,-25,98,2,102,-8,-4,-9,-11,98,Nc1nonc1/C(=N/O)N1CCN(CCO)CC1
-1,-5,5,93,-5,97,-8,3,-3,0,94,COc1ccc(-c2nn(-c3ccccc3)cc2C2CC(c3cccs3)=NN2C(=O)CCCC(=O)O)cc1 (centres undefined)
-1,0,-2,106,-1,103,-5,-3,0,-4,103,Cc1c(NC(=O)C(C)Sc2ncnc3ccccc23)c(=O)n(-c2ccccc2)n1C (centres undefined)
-4,11,-22,100,0,98,-4,-7,-1,-4,100,C/C(=N/NS(=O)(=O)c1ccc(C)cc1)c1cccc(NC(=O)c2cccc(Cl)c2)c1
-4,22,96*,101,-2,102,-3,-12,0,-2,101,O=C(Nc1ccc(CCC(=O)N2CCCC2)cc1)c1ncn[nH]1
15,-1,-22,98,4,98,-3,-1,-2,-9,101,CCOc1ccc(Cn2c(=O)oc3ccc(C)cc32)cc1OC
1,12,1,99,0,101,0,3,0,4,101,Cc1nonc1CC(=O)N1CCc2c([nH]c3ccccc23)C1c1ccccc1F (centres undefined)
1,4,-9,89,1,88,1,-1,-1,0,90,CC(=O)Oc1ccc(N2C(=O)C3C4C=CC(O4)C3C2=O)cc1 (centres undefined)
0,17,-15,103,0,84,1,1,-3,-2,91,COC(=O)CSc1nnc(-c2ccccc2OC)n1-c1ccc(C)cc1
1,6,-6,99,1,101,0,2,0,0,103,COC(=O)COc1cc(Br)c(/C=C2/SC(=O)N(CC(=O)N3CCCC3)C2=O)cc1OC
1,11,4,103,0,102,2,0,0,-2,103,Cn1c(SCC2CCCO2)nnc1-c1cccc([N+](=O)[O-])c1 (centres undefined)
0,-6,-11,96,-3,101,-4,-4,-1,-7,100,CCOC(=O)C1CCN(C(=O)c2ccc(N(C)S(=O)(=O)c3ccc(OC)cc3)cc2)CC1
-4,15,-6,99,-4,103,-8,-5,-9,-11,102,Cc1ccc(S(=O)(=O)NCCC(=O)Nc2cccc(Cl)c2)cc1
2,23,35,99,0,96,-2,-2,-2,-4,97,C#CCOCCOCCOCCNc1nc(N2CCN(C(=O)[C@H]([C@@H](C)CC)n3cc([C@@H](N)CC(C)C)nn3)CC2)nc(N2CCN(C(=O)[C@H](CCCCN)n3cc([C@@H](N)CO)nn3)CC2)n1
-3,15,-24,95,-2,96,-6,-9,0,-9,97,NC(=O)C1(N2CCCCC2)CCN(CC(=O)Nc2cc(Cl)ccc2Cl)CC1
-2,17,-10,95,-5,97,-10,-8,-6,-13,98,O=C(COc1ccc2ccccc2c1)Nc1ccc2c3c(cccc13)CC2
-1,1,-10,102,0,102,-9,-6,-17,-9,102,Cc1c(NC(=O)C(C)N2CC(C)OC(C)C2)c(=O)n(-c2ccccc2)n1C (centres undefined)
0,18,1,98,0,94,0,-2,-1,0,101,Cc1coc2cc3oc(=O)cc(C)c3cc12
-1,15,-14,91,1,93,-2,-4,0,-2,94,Cc1ccc(S(=O)(=O)N2CCC(C(=O)C3C(=O)CC(C)(C)CC3=O)CC2)cc1
-4,-8,-1,98,-8,98,1,-2,-8,-2,99,O=C1CSC(c2ccccc2F)N1c1cc(Cl)ccc1O (centres undefined)
0,-19,-36,?,-4,92,2,0,0,1,100,O=C1CCCc2oc3ccc(NS(=O)(=O)c4cccc5cccnc45)cc3c21
1,-9,-42,?,0,98,0,-4,0,-3,99,CC1CCCCN1C(=O)CSc1nc2ccccc2[nH]1 (centres undefined)
0,0,5,92,2,90,-3,0,1,0,98,Cc1ccc(C)c(NC(=O)Cn2nnc(C(=O)Nc3c(C)cccc3C)c2N)c1
0,-7,-19,109,2,107,-3,-10,-1,-9,104,O=C(CCCOc1ccccc1)N1CCN(c2ccccn2)CC1
1,1,-21,?,0,98,0,1,0,-4,99,CC(=O)N1CCc2cc(N=NC3=C(O)CC(C)(C)CC3=O)ccc21
1,-3,-11,100,1,98,-2,0,0,-5,102,CC(=O)OCCNc1nc(-c2ccccc2)nc2ccccc12
0,19,-6,93,2,90,3,2,-3,2,98,Nc1ccn(-c2ccc(Cl)cc2)c(=O)c1
-3,8,-17,?,-1,96,-2,0,-1,-6,96,O=C(c1cccc(C(F)(F)F)c1)c1c[nH]c(C(=O)NCC2CCCO2)c1 (centres undefined)
-2,12,-17,?,1,99,-3,-3,-1,-5,101,C/C(=N\NC(=O)CCc1ccc(S(=O)(=O)N2CCOCC2)cc1)c1ccc(OC(F)F)cc1
2,25,-16,107,2,104,1,-1,5,2,101,Cn1ncc([N+](=O)[O-])c1C(=O)n1nnc2ccccc21
nt,-1,4,?,nt,102,nt,nt,nt,nt,99,O=C(Nc1ccc(C(F)(F)F)cn1)Nc1cccs1
-1,39,-19,106,4,101,0,-29,-5,15,113,CCOc1cc(-c2nc(C)c(C(C)=O)n2O)ccc1OCC(=O)Nc1cccc(C)c1
-5,-9,-61,103,-1,103,-5,-5,-6,-3,101,CC(Cc1ccccc1)N/C=C1/CC(=O)NC1=O (centres undefined)
-4,-13,-27,101,2,99,-8,-8,-3,-11,101,CCOC(=O)c1ccccc1NC(=O)COC(=O)c1ccc(C)c(S(=O)(=O)N2CCOCC2)c1
-1,5,-18,98,-1,95,-4,-3,0,-7,95,Cc1cc(C)cc(C(=O)Nc2ccc3[nH]c(=O)[nH]c3c2)c1
-4,19,-19,101,-1,102,-17,-12,-7,-14,99,O=C(c1ccncc1)N(Cc1ccccc1)Cc1nc2ccccc2c(=O)[nH]1
-1,17,-6,110,-1,106,-2,-7,-5,-4,102,O=C(/C=C/c1ccc(N2CCCCC2)c([N+](=O)[O-])c1)c1ccc(O)cc1
1,18,-27,92,2,98,2,0,1,-3,98,Cc1cccc(Oc2ccc(NC(=O)C3CC=CCC3C(=O)O)cc2)c1 (centres undefined)
3,0,-82,101,0,97,3,0,0,1,95,CCSc1nc(=S)n(-c2ccccc2)c(C)c1C(C)=O
-4,12,-3,100,-7,102,0,-10,-9,0,102,O=C(N/N=C\c1cccc(Cl)c1)c1ccc(Cn2cc(Br)c([N+](=O)[O-])n2)o1
3,19,-27,99,-4,98,-7,-9,-7,-16,100,COCCN(C(=O)Cn1nnc2ccccc21)C(C(=O)NC1CCCC1)c1cccc(OC)c1OC (centres undefined)
-7,15,-13,104,-4,101,-6,-10,-17,-11,101,CCn1c2ccccc2c2nnc(SCC(=O)N3CC(C)OC(C)C3)nc21 (centres undefined)
2,6,-29,87,0,90,-3,-1,-2,-14,97,CC(C(=O)OCC(=O)Nc1ncc(Cl)cc1Cl)N1C(=O)c2ccccc2C1=O (centres undefined)
-4,-8,-2,99,-5,100,0,0,-5,-2,99,O=[N+]([O-])c1ccc(Oc2c(F)c(F)nc(N3CCCC3)c2F)cc1
0,-5,17,96,0,98,0,2,-3,0,87,Cc1cccc(COCC(CC(C)C)N2CCN(C(=O)c3ccc(C(C)(C)C)cc3)CCC2=O)c1 (centres undefined)
-2,41,-11,87,-5,94,-8,-10,-10,-9,101,O=[N+]([O-])c1cc(C2Nc3cccc4cccc(c34)N2)ccc1Cl
nt,4,-86,?,nt,95,nt,nt,nt,nt,92,C=CCNC(=S)Nc1sc2c(c1C(N)=O)CCCC2
-3,-12,-26,103,-3,103,-10,-9,-11,-21,99,C=CCNS(=O)(=O)c1ccc(OC)c(C)c1
